# MEKK2wt PB1 HTS: modulators of MEK5 binding to wildtype MEKK2, primary screen, biochemical, multiplex bead flow cytometry, Alexa488-MEK5. Mitogen-activated protein kinase kinase kinase 2 (Homo sapiens), Q9Y2U5. actives 1.1% (n = 290,000). Alexa488-MEK5 binding to MEKK2 WT; actives lie on both sides. binding response (% of control), % at 10 µM; in the data active = binding response below about 67% or above about 130%
# GPR7 antagonist: GPR7 receptor antagonists, primary screen, cell-based, fluorescence, single concentration. Neuropeptides B/W receptor type 1 (Homo sapiens), P48145. GPR7-expressing cells, fluorescence antagonist assay. inhibition, % at 4.4 µM. actives 1.1% (n = 290,000); in the data active = inhibition above about 16%, passing the limit was not always enough;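 note: cells stimulated with the agonist NPW; 0% = agonist with vehicle and 100% = vehicle without agonist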
# Target sequence (P48145 whole entry, looked up): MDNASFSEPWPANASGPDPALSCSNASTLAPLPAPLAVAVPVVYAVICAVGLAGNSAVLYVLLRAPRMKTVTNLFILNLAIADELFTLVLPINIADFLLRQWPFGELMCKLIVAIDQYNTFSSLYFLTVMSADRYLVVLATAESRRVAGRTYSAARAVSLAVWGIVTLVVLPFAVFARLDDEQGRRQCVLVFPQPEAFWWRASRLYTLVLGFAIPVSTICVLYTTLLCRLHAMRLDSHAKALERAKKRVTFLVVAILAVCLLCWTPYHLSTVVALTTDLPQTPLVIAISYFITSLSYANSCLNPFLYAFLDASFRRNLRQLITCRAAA
# PHOSPHO1 block: PubChem AID 1565 | Phosphoethanolamine/phosphocholine phosphatase (Homo sapiens), Q8TCT1 | actives 1.1% (n = 290,000) | inhibition, % at 13.3 µM | recombinant PHOSPHO1, absorbance phosphatase assay; in the data active = inhibition above about 60%
# Target sequence (Q8TCT1 whole entry, looked up): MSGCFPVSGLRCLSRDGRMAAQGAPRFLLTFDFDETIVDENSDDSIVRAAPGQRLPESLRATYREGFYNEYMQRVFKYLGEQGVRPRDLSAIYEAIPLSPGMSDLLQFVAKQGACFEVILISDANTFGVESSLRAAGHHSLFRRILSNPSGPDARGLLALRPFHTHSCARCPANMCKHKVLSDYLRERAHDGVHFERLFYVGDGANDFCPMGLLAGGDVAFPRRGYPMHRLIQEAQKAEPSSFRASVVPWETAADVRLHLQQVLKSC
# MEKK3 PB1 HTS: modulators of MEKK3-MEK5 PB1 binding, primary screen, biochemical, wildtype MEKK3, multiplex bead flow cytometry, Alexa488-MEK5. bead-based flow cytometry, Alexa488-MEK5 binding to MEKK3; actives lie on both sides; 0 = blocked by unlabeled MEK5, 100 = vehicle. binding response (% of control), % at 10 µM. actives 1.4% (n = 290,000). AID 1529, 2009;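 active = binding response more than 3 SD above or below the average of its plate-row segment, actives on both sides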;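 note: Alexa488 bead fluorescence after subtracting the streptavidin-only scavenger bead signal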
# V1R ag counter: agonists of human V1a receptor, primary screen, counter-screen for OXTR agonist project, fluorescence, CHO-V1R cells | activation, % at 3 µM | actives 0.25% (n = 320,000) | Fluo-8 calcium fluorescence, agonist mode; 0% DMSO, 100% 3 nM vasopressin | Vasopressin V1a receptor (Homo sapiens), P37288;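 active = activation above the mean activation of all tested compounds plus 3 SD, per screening run, cut at about 20% in these data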;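 note: signal is peak over basal fluorescence ratio across a 100 second FLIPR read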
# GalR3 antag: GalR3 antagonists in HEK293 cells, primary screen, cell-based, fluorescence readout; Galanin receptor type 3 (Homo sapiens), O60755; HEK293 GalR3-CNG cAMP membrane potential fluorescence; galR3 body fused to GalR1 C-terminus; inhibition, % at 3 µM; actives 0.44% (n = 360,000);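 active = inhibition above the screen-wide average plus 3 SD, cut at about 13% in these data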;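 note: forskolin and galanin both at EC90 stimulate the cells; cAMP rise reported by CNG channel membrane potential dye signal; 0% = forskolin plus galanin with DMSO and 100% = forskolin alone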
# Target sequence (O60755 1-299 limits assumed): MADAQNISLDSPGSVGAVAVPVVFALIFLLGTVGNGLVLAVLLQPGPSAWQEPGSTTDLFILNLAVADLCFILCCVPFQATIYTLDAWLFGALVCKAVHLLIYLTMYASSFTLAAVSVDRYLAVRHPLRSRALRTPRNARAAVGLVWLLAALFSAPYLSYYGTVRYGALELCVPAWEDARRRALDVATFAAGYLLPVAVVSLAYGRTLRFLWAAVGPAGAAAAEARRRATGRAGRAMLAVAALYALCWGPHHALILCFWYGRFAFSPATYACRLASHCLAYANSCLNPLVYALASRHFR
# OXTR ag: human OXTR agonists, primary screen, fluorescence, CHO-OTR cells, Fluo-8 calcium. activation, % at 3 µM. Fluo-8 calcium fluorescence; normalized: DMSO 0%, oxytocin 100%. actives 0.32% (n = 320,000);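 active = activation above the mean of all tested compounds plus 3 SD, cutoff set per screening run, cut at about 20% in these data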;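 note: peak over basal fluorescence ratio from a 100 s FLIPR kinetic read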
# MEKK2mut PB1 HTS: MEK5 binding signal on mutant MEKK2 PB1, primary screen, biochemical, multiplex bead flow cytometry, Alexa488-MEK5. actives 0.35% (n = 290,000). Alexa488-MEK5 binding to MEKK2 mutant. percent response, % at 10 µM; in the data active = percent response above about 24%, passing the limit was not always enough; note: inactives centre near 1; some results filed as inactive read as strong as hits; reference of the scale not given here
# NALP1 yeast inh: NALP1 inflammasome inhibitors in reconstituted yeast, colorimetric, S. cerevisiae, triplicate retest | S. cerevisiae NALP1/ASC/caspase-1 growth, X-gal OD620, 72 h | inhibition, % at 10 µM | actives 0.61% (n = 280,000) | AID 2071, 2009; in the data active = inhibition mostly above about 24%, no sharp cut-off; inactive = mostly below about 32%; note: some compounds called inactive have numbers as strong as hits
# The depositor's hits bear a star; x = no result given.
(1) CCCN1CC(=O)N2Cc3[nH]c4ccccc4c3C[C@H]2C1=O
(2) C(=C\c1ccccc1)/C=N/Nc1ccc2nncn2n1
(3) Cc1noc(NS(=O)(=O)c2ccc(NC(=O)c3cc(-c4ccccc4Cl)nc4ccccc34)cc2)c1C
(4) Cn1c(=O)c2c([nH]c(=S)n2CCCc2ccccc2)n(C)c1=O
(5) CC(Cc1cccs1)NC(=O)Nc1ccc(F)cc1 (configuration not stated)
(6) CC(NC(=O)COC(=O)/C=C/c1ccco1)c1ccccc1 (configuration not stated)
(7) Cc1ccc(C(c2nnnn2C2CCCC2)N2CCN3CCCC3C2)cc1 (configuration not stated)
(8) CC(=O)c1cnc(Nc2nc(C)c3ccc(C)cc3n2)nc1C

compound no.	1	2	3	4	5	6	7	8
MEKK2wt PB1 HTS	105	80	104	104	x	97	96	105
GPR7 antagonist	-12	16	2	-2	-2	-14	-6	-19
PHOSPHO1 block	42	48	17	8	16	32	12	-3
MEKK3 PB1 HTS	106	84	109	105	x	100	96	106
V1R ag counter	2.8	4.1	1.1	0.3	-0.8	-0.2	-0.2	0.5
GalR3 antag	-3	x	-1	-6	-3	-1	-6	1
OXTR ag	1.2	-1.6	0.1	-0.6	0.7	-0.5	-0.2	-0.9
MEKK2mut PB1 HTS	4	-12	6	3	x	-2	0	4
NALP1 yeast inh	16	x	4	6	-6	8	-2	-10

(9) CCC(CC)C(=O)c1c[nH]c(C(=O)NCc2ccc(F)cc2)c1
(10) CCC(=O)c1cn(CC(=O)OC)c2ccccc12
(11) O=C(CCCc1c[nH]c2ccccc12)NCc1ccccc1F
(12) Cc1cccc(Oc2nc(-c3ccccc3)cc(C)c2S(C)(=O)=O)c1C
(13) CSc1nc(C)cc(Oc2ccc(OCC(N)=O)nn2)n1
(14) COc1ccc(-c2[nH]ncc2CNC(C)c2ccccc2Cl)cc1F (configuration not stated)
(15) NC(=O)c1cccnc1
(16) CCc1c(C)nc(SCCOc2ccc(OC(C)C)cc2)[nH]c1=O

compound no.	9	10	11	12	13	14	15	16
MEKK2wt PB1 HTS	108	102	100	99	95	94	93	104
GPR7 antagonist	-11	7	11	-4	-11	-6	-7	0
PHOSPHO1 block	33	-6	24	16	10	6	18	-27
MEKK3 PB1 HTS	102	103	99	101	94	100	86	100
V1R ag counter	8.2	0.8	-0.1	1.4	0.5	3.6	0.7	7.8
GalR3 antag	-5	-1	-9	2	5	-2	x	-6
OXTR ag	3.1	0.3	1.4	0.4	2.0	2.1	1.8	-0.7
MEKK2mut PB1 HTS	6	2	1	2	-3	-9	6	3
NALP1 yeast inh	8	4	-5	4	19	0	24	6

# Of the compounds above, these contain an NH in an aromatic ring:
(1) CCCN1CC(=O)N2Cc3[nH]c4ccccc4c3C[C@H]2C1=O
(4) Cn1c(=O)c2c([nH]c(=S)n2CCCc2ccccc2)n(C)c1=O
(9) CCC(CC)C(=O)c1c[nH]c(C(=O)NCc2ccc(F)cc2)c1
(11) O=C(CCCc1c[nH]c2ccccc12)NCc1ccccc1F
(14) COc1ccc(-c2[nH]ncc2CNC(C)c2ccccc2Cl)cc1F (configuration not stated)
(16) CCc1c(C)nc(SCCOc2ccc(OC(C)C)cc2)[nH]c1=O

compound no.	1	4	9	11	14	16
MEKK2wt PB1 HTS	105	104	108	100	94	104
GPR7 antagonist	-12	-2	-11	11	-6	0
PHOSPHO1 block	42	8	33	24	6	-27
MEKK3 PB1 HTS	106	105	102	99	100	100
V1R ag counter	2.8	0.3	8.2	-0.1	3.6	7.8
GalR3 antag	-3	-6	-5	-9	-2	-6
OXTR ag	1.2	-0.6	3.1	1.4	2.1	-0.7
MEKK2mut PB1 HTS	4	3	6	1	-9	3
NALP1 yeast inh	16	6	8	-5	0	6

# The list continues.
(17) CCOc1ccccc1OCCC(=O)Nc1ccc(F)c(Cl)c1
(18) Cc1cc(C)c2cc3c(N)c(C(=O)Nc4c(C)[nH]c(=O)[nH]c4=O)sc3nc2c1
(19) CCN(CC)C(=O)COc1ccc(S(=O)(=O)N2CCCC2)cc1
(20) Cc1ccc(NC(=O)NNC(=O)CN2C(=O)COc3ccccc32)cc1
(21) CC(=O)Nc1ccc(S(=O)(=O)NC(C(=O)O)C(C)O)cc1 (configuration not stated)
(22) CCOC(=O)C(C)n1ncn2cccc2c1=O (configuration not stated)
(23) O=C(Cn1cc2c(n1)CCCC2)N1CCc2ccccc21
(24) CC(C)c1ccccc1NC(=S)NCC1(N(C)C)CCCCC1

compound no.	17	18	19	20	21	22	23	24
MEKK2wt PB1 HTS	102	95	110	103	96	103	96	103
GPR7 antagonist	-6	9	-8	-2	-11	19	8	3
PHOSPHO1 block	-2	-21	x	2	20	-4	-9	42
MEKK3 PB1 HTS	104	114	104	108	103	102	93	101
V1R ag counter	1.3	-0.8	0.4	1.1	0.2	-0.1	-0.3	1.5
GalR3 antag	0	3	-6	-8	8	-2	-1	-2
OXTR ag	-2.4	-1.4	-1.1	-0.1	0.3	1.0	-1.9	-0.2
MEKK2mut PB1 HTS	1	-1	10	4	-3	2	-10	6
NALP1 yeast inh	26	17	x	4	x	-18	14	9

(25) CCc1c(C)sc(NC(=O)/C=C/C(=O)O)c1C(N)=O
(26) CCC(C)NC(=O)c1cc(Cl)ccc1OC (configuration not stated)
(27) COc1cccc(C2=NN(C(=O)c3ccccc3)C(O)(C(F)(F)F)C2)c1 (configuration not stated)
(28) Cn1nc(C(F)(F)F)c(C(=O)Nc2ccc(F)cc2F)c1Sc1cccc(Cl)c1
(29) OCCN(CCCn1c(-c2ccncc2)nc2ccccc21)c1nc(CN2CCCCC2)cs1
(30) O=C(NC(=O)c1ccc(Cl)c(Cl)c1)OC1CCS(=O)(=O)C1 (configuration not stated)
(31) COC(=O)c1sc(NC(=S)NNC(=O)c2c(Br)c(C)nn2C)c(C(=O)OC)c1C
(32) Cc1oc2c(C)c3oc(=O)c(CCC(=O)N4C[C@H]5C[C@@H](C4)c4cccc(=O)n4C5)c(C)c3cc2c1C

compound no.	25	26	27	28	29	30	31	32
MEKK2wt PB1 HTS	99	95	x	105	107	94	94	105
GPR7 antagonist	-6	-10	-13	-9	-1	-9	-12	-7
PHOSPHO1 block	-36	6	-4	-30	36	-3	11	29
MEKK3 PB1 HTS	102	89	x	109	103	92	102	104
V1R ag counter	1.7	-0.4	-0.6	2.1	-0.1	0.2	3.2	-1.2
GalR3 antag	-6	2	3	-7	-3	2	-1	15*
OXTR ag	0.3	-1.5	-2.5	0.2	0.1	0.2	1.6	-1.4
MEKK2mut PB1 HTS	1	-7	x	6	-3	-9	-7	5
NALP1 yeast inh	14	25	9	18	35	16	4	-4

# Remaining list, next part.
No. | Structure | MEKK2wt PB1 HTS | GPR7 antagonist | PHOSPHO1 block | MEKK3 PB1 HTS | V1R ag counter | GalR3 antag | OXTR ag | MEKK2mut PB1 HTS | NALP1 yeast inh
33 | Nc1cc[n+](CC(=O)c2ccccc2)cc1 | 109 | -17 | 15 | 108 | -0.2 | -6 | -0.1 | 6 | 12
34 | CCOCCCNC(=O)c1c(-c2ccccc2)noc1C | 103 | 6 | 56 | 100 | 0.2 | 0 | -1.6 | 2 | -6
35 | COc1ccc(NC(=O)c2sc3nc(N4CCOCC4)c4c(c3c2N)CC(C(C)C)OC4)c(OC)c1 (configuration not stated) | 98 | -17 | 16 | 103 | -0.2 | 4 | -0.1 | -1 | 5
36 | CCN(CC)S(=O)(=O)c1ccc(-c2nnc(SCC(C)=O)o2)cc1 | 100 | -3 | 3 | 104 | 0.2 | -4 | -0.1 | 0 | 7
37 | CC(=O)OCCNC(=O)c1cccnc1 | 99 | -2 | 2 | 100 | 1.3 | -7 | 1.1 | 5 | -1
38 | O=C(CSc1nc2ccsc2c(=O)n1Cc1ccccc1)NCC1CCCO1 (configuration not stated) | 102 | -16 | -25 | 100 | 0.5 | -3 | 0.0 | 0 | 4
39 | O=C(CSc1nnc(Cc2ccccc2)n1-c1ccccc1)NNC(=O)Cc1ccccc1 | 105 | 2 | -4 | 107 | -0.5 | -4 | -0.9 | 12 | 25
40 | Cc1c(Cl)c(-c2n[nH]c(=S)n2CC(C)C)nn1C | 96 | -23 | 12 | 94 | 0.8 | 0 | 0.2 | -3 | 4
41 | COc1cc(C2NC(=O)NC(C)=C2C(=O)OC(C)(C)C)ccc1OCC(N)=O (configuration not stated) | 102 | 1 | 19 | 101 | 0.5 | -4 | -0.2 | -2 | 1
42 | Cc1ccccc1Cn1cc(NC(=O)c2cc(-c3cccs3)on2)cn1 | 105 | -7 | 23 | 97 | 1.4 | -10 | 1.5 | 3 | 24
43 | CC(C)NC(=O)NC(=O)CN1c2cccc3cccc(c23)S1(=O)=O | 105 | -9 | 44 | 100 | -0.1 | -7 | 0.0 | 6 | 1
44 | Cn1c(/C(C#N)=C/c2ccc(O)cc2)nc2ccccc21 | 84 | 15 | 4 | 81 | 0.1 | -4 | 1.6 | -11 | 7
45 | Cc1cc(C)c(S(=O)(=O)NCc2cn3c(C)csc3n2)c(C)c1 | 102 | -8 | 23 | 101 | 1.3 | 0 | -0.1 | 1 | 4
46 | Cc1oc2c(CN3CCCC3)c(O)ccc2c(=O)c1-c1ccc(Cl)cc1 | 76 | 1 | 10 | 97 | 0.4 | -2 | 0.3 | -37 | -1
47 | COc1ccc(C2C(C(=O)NCc3ccccc3)=C(C)Nc3ncnn32)cc1OC (configuration not stated) | 104 | -11 | 1 | 104 | 2.1 | -2 | 1.7 | 6 | 11
48 | Cc1ccc(C2=NNC(=O)C(c3ccc(Cl)cc3)C2)cc1 (configuration not stated) | 82 | -5 | -4 | 80 | -1.5 | -4 | -2.7 | -12 | 13
49 | CCOc1ccccc1C(=O)N/N=C/c1ccoc1 | 103 | -12 | -16 | 101 | x | 1 | x | 1 | 1

# Along the list, quoted from above:
# NALP1 yeast inh, compounds 34–39 → -6, 5, 7, -1, 4, 25

# Screening data: PubChem, several laboratories
